RGS7-Gao: regulators of human RGS7-Galphao interaction. P09471. Multiplexed bead flow cytometry, RGS7-Galphao binding; actives lie on both sides. binding response (% of control), % at 10 µM. 0.35% of 220,000 active. AID 1439; in the data active = binding response below about 49% or above about 150%; inconclusive = no clear call, values can overlap the other calls; inactive = in between;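 note: fluorescent Galphao held in activated GDP-AlF4 state binding bead-coupled RGS7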
Mcl1 Noxa PPI: disrupts binding of human Mcl-1 to Noxa peptide | inhibition, % at 21.7 µM | 1.5% of 220,000 active | TR-FRET Mcl-1/Noxa peptide binding, 2 h | Q07820;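 active = compounds that cut the protein-peptide binding signal by more than 50% relative to plate controls in a single-dose test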;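 note: His-tagged Mcl-1 with rhodamine Noxa BH3 peptide and terbium anti-His antibody; 0% = Mcl-1 plus Noxa peptide wells and 100% = peptide-only wells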
RGS8-Gao reg: regulators of human RGS8-Galphao interaction | P09471 | response (percent of control binding), % at 10 µM | multiplexed bead flow cytometry, RGS8-Galphao binding; actives lie on both sides | 0.34% of 220,000 active; in the data active = response below about 60% or above about 140%; inactive = in between;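 note: Galphao activated as the GDP aluminium fluoride complex binding bead-coupled RGS8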
RGS4-Gao reg: human RGS4-Galphao interaction regulation | P09471 | Multiplexed bead flow cytometry, RGS4-Galphao binding; actives lie on both sides | binding response (% of control), % at 10 µM | 0.33% of 220,000 active | AID 1415; in the data active = binding response below about 49% or above about 150%; inactive = in between;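 note: fluorescent Galphao activated with aluminum fluoride binding bead-coupled RGS4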
ABCG2 inh: blocks JC-1 efflux by human ABCG2 transporter; Q9UNQ0; IgMXP3 cells, flow cytometry; inhibition, % at 6.6 µM; 0.1% of 190,000 active; AID 1325;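 active = inhibition above 80%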;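 note: 0% = DMSO and 100% = nicardipine control wells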
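Measure – % inhibition of efflux relative to nicardipine and DMSO · Test system – ABCG2 IgMXP3 and barcoded ABCB1 CCRF-Adr cell mix · Control set – nicardipine as high control, DMSO as low control · Compound – one concentration, 6.6 µM final · Signal – flow cytometry of retained JC-1 fluorescence · Timing – 10 min exposure at 25 °C with rotation, no wash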
ABCB1 block: human ABCB1 inhibition, ABCG2 as counter-screen; 0.067% of 190,000 active; CCRF-Adr cells, JC-1 efflux, flow cytometry; P08183; inhibition, % at 6.6 µM; in the data active = inhibition above about 40%;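 note: 0% = vehicle and 100% = reference inhibitor; higher value means more JC-1 retained so stronger ABCB1 efflux block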
Avidin bead fluor: compound fluoresces at 488/530 nm on avidin beads; compound fluorescence 488/530 nm, flow cytometry; hits give high values; fluorescence (KMESF) at 10 µM; 0.38% of 220,000 active; AID 1775; in the data active = fluorescence above about 47; note: inactives centre near 10
Pf gametocyte: kills late stage P. falciparum gametocytes. P. falciparum stage V gametocytes, ATP luminescence, 24 h. inhibition, % at 10.9 µM. 0.065% of 150,000 active. AID 743093;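 active = inhibition above the mean plus 3 SD of compounds within the control limits, set per campaign, cut at about 38% in these data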;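 note: 0% = DMSO wells and 100% = medium only without gametocytes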
GSH bead fluor: GSH bead compound fluorescence profile; GSH beads flow cytometry, compound fluorescence 488/530 nm; hits give high values; 0.25% of 190,000 active; fluorescence (KMESF) at 10 µM; AID 1776; in the data active = fluorescence above about 89;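 note: glutathione beads carrying GST-tagged Bcl family fusion proteins plus one bare bead set; values are compound well signal with DMSO vehicle wells as background; inactives centre near 16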
Mcl1-Bid inh: Mcl-1/Bid interaction inhibition; AID 1021; inhibition, % at 21.7 µM; TR-FRET Mcl-1/Bid-Dy647 peptide binding, 1536-well; Q07820; 0.97% of 220,000 active;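 active = compounds that cut the binding signal by more than half at the single screening dose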;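 note: His-tagged Mcl-1 with europium anti-His antibody binding Bid BH3 peptide; 0% = Mcl-1 plus peptide wells and 100% = peptide-only wells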
Bim-Mcl-1: human Bim-Mcl-1 interaction inhibition. AID 1009. 0.1% of 190,000 active. inhibition, % at 10 µM. Q07820. Bead-based flow cytometry, Bim peptide-Mcl-1 binding; in the data active = inhibition above about 40%;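 note: 0% = no compound tracer wells and 100% = peptide blocker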
Active calls of the source: *; ? = inconclusive; nt = no result given; [ ] = dose if it differs, or a comment.

Results follow in this order: RGS7-Gao	Mcl1 Noxa PPI	RGS8-Gao reg	RGS4-Gao reg	ABCG2 inh	ABCB1 block	Avidin bead fluor	Pf gametocyte	GSH bead fluor	Mcl1-Bid inh	Bim-Mcl-1
[1] O=C(NC(NC(=S)N1CCOCC1)C(Cl)(Cl)Cl)c1cccc2ccccc12 (stereo not given)
  101.6	13.1	100.6	100.4	0.4	-0.5	10	-83.4	11	-20.6	-1.0
[2] Cc1ccc(NC(=O)/C=C/c2ccc(Cl)cc2)nc1
  101.3	12.8	99.6	95.9	4.7	0.3	9	17.4	20	-11.8	0.0
[3] O=C(/C=C/c1ccccc1)NCCC1=CCCCC1
  101.2	4.8	98.1	100.7	21.9	0.8	6	nt	17	-26.9	-2.0
[4] CCCCn1cnc2c1c(=O)n(CC(=O)c1cc(C)n(C)c1C)c(=O)n2CC(C)C
  106.5	3.9	102.8	104.4	9.5	9.4	15	-11.3	31	-45.0	-4.0
[5] CC(=O)c1ccc(N2CCN(CC(=O)N(CC(C)C)c3c(N)n(CC(C)C)c(=O)[nH]c3=O)CC2)cc1
  102.8	17.1	101.8	101.7	7.8	0.1	10	-28.2	10	-19.8	0.0
[6] COc1ccc(C(=O)N=S2CCN(C(=O)c3ccc(Cl)cc3)CC2)cc1
  ?	7.0	105.9	106.6	nt	nt	8	8.5	nt	0.0	nt
[7] COc1ccc(C)cc1-n1nnnc1SCC(=O)c1ccc2c(c1)OCCO2
  92.9	-78.8	99.4	99.2	2.3	0.4	5	0.0	30	-24.4	0.0
[8] C/C(N)=C(/C#N)C(=O)CSc1nc2ccccc2c(=O)n1Cc1ccc(F)cc1
  ?	41.1	100.3	98.6	nt	nt	6	26.9	nt	-9.7	nt
[9] COc1nnc(-c2ccc(N3CCCCC3)c(NC(=O)C3CCCCC3)c2)c2ccccc12
  96.8	16.5	99.9	97.8	5.0	1.4	35	-15.2	21	-4.8	1.0
[10] N#C/C(=C\c1cc(Cl)c(OCc2ccc(Cl)cc2)c(Cl)c1)C(N)=O
  ?	20.7	103.9	103.0	nt	nt	9	nt	nt	-22.0	nt
[11] C[N+](C)(C)CCN(Cc1ccc(Cl)cc1)c1ccccn1
  100.2	33.1	100.3	101.6	1.2	0.6	34	nt	12	-16.0	3.0
[12] CCOC(=O)c1[nH]c(C)c(/C(O)=C2\C(=O)C(=O)N(CCCN3CCOCC3)C2c2cccs2)c1C (stereo not given)
  ?	-14.8	99.8	97.2	nt	nt	6	-27.1	nt	-41.7	nt
[13] Cc1c(C(=O)N2CCCC2)sc(NC(=O)c2ccccc2)c1C#N
  99.5	13.8	98.1	98.6	-0.7	0.1	7	nt	23	2.6	3.0
[14] CCCc1[nH]nc2c1C(c1cccc(OC)c1)C(C#N)=C(N)O2 (stereo not given)
  101.3	-11.4	103.4	101.6	-0.7	-0.3	6	-3.0	4	-20.8	-1.0
[15] CCCC1=[N+](CC(=O)c2ccccc2)CCn2c(C)ccc21
  102.6	3.8	102.7	101.4	1.8	-1.4	10	-7.6	36	4.3	-6.0
[16] CCCc1nnc(SCC(=O)N2C(C)CCCC2C)n1CCCOC (stereo not given)
  94.5	-14.9	102.1	97.1	0.4	0.2	16	nt	5	-44.8	3.0
[17] OCCC1CN(Cc2cc3c(cc2Cl)OCO3)CCN1C1CCCC1 (stereo not given)
  99.9	-4.4	98.6	98.8	0.6	1.2	6	-6.1	18	-30.6	-1.0
[18] COc1ccc(OC)c(NC(=O)c2ccc3nc(-c4ccccc4)c(-c4ccccc4)nc3c2)c1
  96.8	13.7	101.3	97.8	6.2	0.8	7	nt	12	-38.7	-2.0
[19] CCOC(=O)c1ccc(S(=O)(=O)N2CCN(CC(=O)NC(=O)NC3CCCCC3)CC2)cc1
  175.8*[activator]	-23.1	152.5*[activator]	187.9*[activator]	1.2	0.8	14	nt	30	-7.4	0.0
[20] CC1(c2nnc(-c3ccncc3)o2)CC(c2c(Cl)cccc2Cl)=NO1 (stereo not given)
  ?	-17.4	100.9	102.5	nt	nt	8	nt	nt	-50.5	nt
[21] CC(=O)Nc1ccc(/C=C(\C#N)C(N)=O)cc1
  ?	1.7	97.7	90.6	nt	nt	10	15.4	nt	-1.2	nt
[22] COc1c(C)cccc1C(=O)Nc1ccc(N2CCN(S(C)(=O)=O)CC2)cc1
  101.8	-6.4	97.8	100.8	0.7	0.0	34	nt	10	-31.6	-1.0
[23] CCOC(=O)N1CCN(c2nc(-c3cccc(OC)c3)cc(C(F)(F)F)n2)CC1
  96.6	5.8	100.6	101.5	3.9	1.0	30	nt	19	-2.2	-2.0
[24] CC(C)n1cc(CN2CCN(CCc3ccccc3)C(CCO)C2)cn1 (stereo not given)
  98.1	14.5	98.8	94.9	0.1	0.1	5	10.9	19	-31.4	-1.0
[25] O=C(CN(C(=O)c1ccco1)c1cccc(F)c1)NCc1ccc(F)cc1
  97.3	-11.2	96.4	98.5	1.4	0.9	3	nt	55	-23.2	-2.0
[26] O=C(CSc1nc2ccccc2[nH]1)c1ccco1
  99.7	-3.2	99.0	103.5	-0.3	-0.1	3	-36.8	22	-40.7	-3.0
[27] Cc1nn(Cc2ccccc2Cl)c2sc(C(=O)NC(C)(C)C)cc12
  98.1	2.2	101.0	96.7	7.0	1.4	8	nt	38	26.1	0.0
[28] Cn1nnnc1Sc1ncnc2scc(-c3ccc(F)cc3)c12
  104.6	4.0	103.9	103.2	-0.7	-0.3	21	10.2	18	-14.1	-1.0
[29] Nc1[nH]n(-c2ccccc2)c(=O)c1N=Nc1ccc2ncsc2c1
  ?	62.5*	98.2	103.7	nt	nt	9	7.8	nt	-18.5	nt
[30] Cn1c(=O)c2cc(S(=O)(=O)NC(C(=O)Nc3cccnc3)c3ccccc3)ccc2n(C)c1=O (stereo not given)
  99.9	43.5	100.6	99.2	3.0	-0.8	10	nt	19	5.0	-2.0
[31] Cc1ccc(CN2CCN(Cc3cccn3-c3ccccn3)CC2CCO)cc1 (stereo not given)
  106.9	13.4	101.4	106.5	3.3	0.8	12	9.5	14	-34.2	-1.0
[32] Cc1cc(C)n(-c2nc(NCCC(C)C)c3c4c(sc3n2)COC(C)(C)C4)n1
  99.2	-21.0	99.0	102.5	13.9	5.6	6	7.3	13	-3.0	-1.0
[33] CC1=NNC(=O)C1CCC(=O)N/N=C/C(Br)=C/c1ccccc1 (stereo not given)
  88.0	2.7	91.9	89.1	2.7	-0.3	9	nt	11	-29.4	-11.0
[34] O=[N+]([O-])c1cc(/C=N/NC(=S)Nc2ccccc2Cl)ccc1Cl
  103.8	21.5	101.9	102.5	-1.0	-0.3	8	7.0	17	-5.7	-2.0
[35] Cc1[nH]c2ccccc2c1N=Nc1c(C)n(C)n(-c2ccccc2)c1=O
  ?	5.2	100.5	100.2	4.0	-0.3	11	-17.8	10	-42.5	2.0
[36] C/C(=N\NC(=O)c1nn(C)cc1Cl)c1ccncc1
  98.2	4.4	98.1	104.2	10.5	0.1	11	nt	15	-1.5	-5.0
[37] O=C(CCSCc1cccc(Cl)c1)NC1CCCC1
  100.0	17.9	101.3	102.9	1.6	-0.2	14	19.8	12	-11.6	-1.0
[38] COc1ccc(NC(=O)C2C3C=CC4(CN(Cc5cccnc5)C(=O)C24)O3)c(OC)c1 (stereo not given)
  100.6	2.0	102.8	101.3	1.5	0.5	9	nt	44	-15.0	-1.0
[39] Cc1ccc(-c2nc3ccccc3c(=O)n2CCN2CCOCC2)cc1
  101.7	-1.7	99.2	102.1	5.8	1.3	7	-15.8	70	7.3	0.0
[40] COc1ccc(CSc2nnc(C)s2)cc1F
  91.6	1.0	99.0	97.4	7.0	1.4	6	-43.7	19	-27.8	-3.0

Gathered by group, the compounds so far with a thiophene ring, fused or not (5)
Results follow in this order: RGS7-Gao	Mcl1 Noxa PPI	RGS8-Gao reg	RGS4-Gao reg	ABCG2 inh	ABCB1 block	Avidin bead fluor	Pf gametocyte	GSH bead fluor	Mcl1-Bid inh	Bim-Mcl-1
[12] CCOC(=O)c1[nH]c(C)c(/C(O)=C2\C(=O)C(=O)N(CCCN3CCOCC3)C2c2cccs2)c1C (stereo not given)
  ?	-14.8	99.8	97.2	nt	nt	6	-27.1	nt	-41.7	nt
[13] Cc1c(C(=O)N2CCCC2)sc(NC(=O)c2ccccc2)c1C#N
  99.5	13.8	98.1	98.6	-0.7	0.1	7	nt	23	2.6	3.0
[27] Cc1nn(Cc2ccccc2Cl)c2sc(C(=O)NC(C)(C)C)cc12
  98.1	2.2	101.0	96.7	7.0	1.4	8	nt	38	26.1	0.0
[28] Cn1nnnc1Sc1ncnc2scc(-c3ccc(F)cc3)c12
  104.6	4.0	103.9	103.2	-0.7	-0.3	21	10.2	18	-14.1	-1.0
[32] Cc1cc(C)n(-c2nc(NCCC(C)C)c3c4c(sc3n2)COC(C)(C)C4)n1
  99.2	-21.0	99.0	102.5	13.9	5.6	6	7.3	13	-3.0	-1.0
